BAZ2B inh: qHTS Assay for Inhibitors of BAZ2B; 4.4% of 360,000 active; AlphaScreen BAZ2B-H3K14Ac peptide displacement; Potency, µM (series often up to 114 µM), without a hit: top-dose activity change, negative = inhibition, hits mostly inhibitors; Bromodomain adjacent to zinc finger domain protein 2B (Homo sapiens), Q9UIF8; also: potency is read from the fitted curve at half-maximal effect; % is scaled to controls: 0 for no effect and ±100 for the full control effect; nearly all actives have a fitted effect of over 60% in size
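Complex of BAZ2B and biotin-H3K14Ac (50 nM apiece) forms over 30 min at RT, then faces library compounds up to 110 uM for another 30 min; AlphaScreen beads added, 20 min dark incubation, luminescence read.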
JMJD2A Tudor inh: qHTS Assay for Inhibitors of JMJD2A-Tudor Domain; AID 504339, 2011; Potency, µM (doses to about 114 µM), for the others: at the highest dose activity change, negative = inhibition, most hits filed as inhibitors; 4.4% of 390,000 active; Lysine-specific demethylase 4A (Homo sapiens), O75164; AlphaScreen JMJD2A-Tudor / H3K4me3 peptide binding; also: potency is read from the fitted curve at half-maximal effect; % is scaled to controls: 0 for no effect and ±100 for the full control effect; nearly all actives have a fitted effect of over 50% in size
GLS inhibitor: qHTS for Inhibitors of Glutaminase (GLS); Glutaminase kidney isoform, mitochondrial (Homo sapiens), O94925; GLS enzymatic activity, qHTS titration; Potency, µM (series often up to 45.5 µM), for the others: at the highest dose activity change, negative = inhibition, most hits filed as inhibitors; 0.21% of 410,000 active; AID 624170, 2012; also: potency is read from the fitted curve at half-maximal effect; % is scaled to controls: 0 for no effect and ±100 for the full control effect
Target sequence (O94925 whole entry, looked up, canonical isoform): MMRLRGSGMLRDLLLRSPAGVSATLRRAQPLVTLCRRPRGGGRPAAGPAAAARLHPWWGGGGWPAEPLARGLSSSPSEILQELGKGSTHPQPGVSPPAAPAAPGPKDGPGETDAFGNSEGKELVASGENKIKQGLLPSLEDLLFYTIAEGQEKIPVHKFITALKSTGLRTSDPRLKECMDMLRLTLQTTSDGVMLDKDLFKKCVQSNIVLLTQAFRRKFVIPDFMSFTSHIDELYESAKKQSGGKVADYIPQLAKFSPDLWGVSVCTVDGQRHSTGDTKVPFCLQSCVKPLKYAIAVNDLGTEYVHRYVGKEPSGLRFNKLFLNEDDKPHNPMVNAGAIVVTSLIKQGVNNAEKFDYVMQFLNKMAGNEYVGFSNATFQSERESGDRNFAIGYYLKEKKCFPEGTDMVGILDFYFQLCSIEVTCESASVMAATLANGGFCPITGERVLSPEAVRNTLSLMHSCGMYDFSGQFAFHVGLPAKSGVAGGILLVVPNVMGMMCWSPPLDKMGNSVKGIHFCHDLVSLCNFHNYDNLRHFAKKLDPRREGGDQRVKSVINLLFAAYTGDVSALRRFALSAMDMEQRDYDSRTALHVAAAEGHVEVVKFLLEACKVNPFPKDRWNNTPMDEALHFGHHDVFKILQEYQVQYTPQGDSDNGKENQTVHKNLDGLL
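Glutamate formation by hKGA was monitored fluorometrically using coupled glutamate oxidase, HRP and Amplex Red. Substrate was added as 1 mM L-glutamine solution; incubation was 30 min at RT after an initial read.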
HP1b chromo inh: HTS for Inhibitors of HP1-beta Chromodomain Interactions with Methylated Histone Tails | Potency, µM (series often up to 114 µM), without a hit: at the top dose activity change, negative = inhibition, most hits filed as inhibitors | AID 540317, 2011 | 0.56% of 390,000 active | AlphaScreen HP1-beta / biotin-H3K9me3 peptide binding; also: potency is read from the fitted curve at half-maximal effect; nearly all actives have a fitted effect of over 70% in size; inactives centre near 23
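HP1-beta protein (50 nM final) preincubated 30 min at room temperature with biotinylated H3(1-18)K9me3 peptide (50 nM) in PBS pH 7.4, 0.01% Tween-20, then compound added for 30 min. AlphaScreen streptavidin donor/nickel chelate acceptor beads (10 ug/mL final), 30 min dark, luminescence read.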
Pin1 inh: qHTS Assay to Find Inhibitors of Pin1; Potency, µM (highest dose often 115 µM), for inactives: at the highest dose activity, negative = inhibition, most hits filed as inhibitors; Pin1 FP peptide displacement, HiFluor488, 10 min; 0.009% of 390,000 active; Peptidyl-prolyl cis-trans isomerase NIMA-interacting 1 (Homo sapiens), Q13526; active = well fitted inhibition curve with a large enough effect in the polarisation, with a control signal flat, not every such curve was filed as active; inconclusive = small, poorly fitted or top-dose-only effect, or effect the other way, or a change in a side signal; inactive = no such curve, though single readings can be large or run the other way; the % refers to the polarisation; also: potency is read from the fitted curve at half-maximal effect; % is scaled to controls: 0 for no effect and ±100 for the full control effect
PI4K2A inh: qHTS for small molecular inhibitors of PI4K2A; purified PI4K2A, ADP-Glo luminescence, 1 h; stronger effect = lower value; 0.13% of 420,000 active; activity change, negative = inhibition, % at 76.9 µM; Phosphatidylinositol 4-kinase type 2-alpha (Homo sapiens), Q9BTU6; AID 1346378, 2018; in the data active = activity change below about -50%; inconclusive = mostly about -30% to -49%;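 also: -100% = wells without enzyme as full effect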
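PI4K2A activity was measured by ADP-Glo luminescence: enzyme (4 ug/mL stock) and phosphatidylinositol (1.2 mM stock) in Tris pH 7.5/MgCl2/EGTA/Triton X-100 buffer were reacted with ATP (300 microM stock) for one hour at ambient temperature.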
Tb PGK inh: qHTS Assay to Find Inhibitors of Phosphoglycerate Kinase. PGK/GAPDH coupled, Kinase-Glo luminescence, 60 min. Potency, µM (titrated, usually from 57.5 µM), for inactives: at the top dose activity change, negative = inhibition, actives largely listed as inhibitors. 0.043% of 380,000 active; also: potency is read from the fitted curve at half-maximal effect; % is scaled to controls: 0 for no effect and ±100 for the full control effect; nearly all actives have a fitted effect of over 60% in size
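Recombinant glycosomal PGK reaction used 1,3-bisphosphoglycerate generated in-well by GAPDH (100nM final) in 100mM TEA pH 7.6, 5mM MgCl2, 0.01% Tween-20. After 60 minutes at room temperature, ATP was read by Kinase-Glo Plus luminescence end-point.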
ERG-DNA inh: qHTS for Small Molecule Inhibitors of the ERG Ets/DNA interaction. Transcriptional regulator ERG (Homo sapiens), P11308. fluorescence polarization, His-ERG Ets domain / labelled DNA. Potency, µM (doses to about 76.9 µM), without a hit: top-dose FP activity, negative = inhibition, most hits filed as inhibitors. 0.028% of 370,000 active; active = well fitted inhibition curve with a large enough effect in the polarisation, with a control signal flat; inconclusive = small, poorly fitted or top-dose-only effect, or effect the other way, or a change in a side signal; inactive = no such curve, though single readings can be large or run the other way; the % refers to the polarisation;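 also: polarization taken with two DNA probes labelled with fluorescein and Texas red; potency is read from the fitted curve at half-maximal effect; % of control where 0% means no effect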
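His-tagged ERG Ets domain (1 uM in the protein solution; 300mM KCl, 50mM Tris-HCl, 1mM EDTA, 1mM DTT, pH 7.5) received compound, then a probe mix of 5 nM fluorescein-DNA and 100nM Texas-615-DNA. Fluorescence polarization was read for both dyes.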
G9a inh: qHTS Assay for Inhibitors of Histone Lysine Methyltransferase G9a. Histone-lysine N-methyltransferase EHMT2 (Homo sapiens), Q96KQ7. G9a H3K9 monomethylation, AlphaScreen, 2 h. Potency, µM (doses to about 102 µM), for the others: at the top dose activity, negative = inhibition, actives largely listed as inhibitors. 8.8% of 350,000 active. AID 504332, 2011; also: potency is read from the fitted curve at half-maximal effect; % is scaled to controls: 0 for no effect and ±100 for the full control effect; nearly all actives have a fitted effect of over 75% in size
Target sequence (Q96KQ7 913-1193 limits assumed): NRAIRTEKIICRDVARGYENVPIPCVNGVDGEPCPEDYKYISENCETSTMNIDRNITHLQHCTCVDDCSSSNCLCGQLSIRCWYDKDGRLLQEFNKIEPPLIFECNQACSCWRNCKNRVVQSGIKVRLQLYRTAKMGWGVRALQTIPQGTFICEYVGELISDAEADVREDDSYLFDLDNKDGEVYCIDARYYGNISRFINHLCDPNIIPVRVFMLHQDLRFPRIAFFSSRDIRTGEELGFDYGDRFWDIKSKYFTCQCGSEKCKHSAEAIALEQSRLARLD
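Readings reflect AlphaScreen signal from monomethyl-H3K9 antibody detection. HMT at 20 nM; substrate b-H3K9 500 nM; cofactor SAM 20 uM; 2 h RT reaction; compounds tested as titrations in qHTS with 15 min preincubation.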
An asterisk follows results filed as active; i = inactive; ? = inconclusive; . = no result given; [ ] = another dose, or the depositor's remark. Unless noted, calls follow the shape of the dose curve; as a rule, active = well fitted curve in the direction sought with a large enough effect; inconclusive = small, poorly fitted or top-dose-only effect, or another doubt; inactive = no such curve, though single readings can be large; an effect the other way counts as inactive or inconclusive.

SMILES	BAZ2B inh	JMJD2A Tudor inh	GLS inhibitor	HP1b chromo inh	Pin1 inh	PI4K2A inh	Tb PGK inh	ERG-DNA inh	G9a inh
O=C(c1ccc2c(c1)OCO2)N1CCN(c2ccc(F)cc2)CC1	-17%	8%[57.1 µM]	25%	16%	-3%	3	-4%	-9%	?
CN(CC(=O)Nc1cccc(F)c1)C(=O)CCCc1c[nH]c2ccccc12	-13%	-22%	16%	24%	?	0	6%	0%	-7%[12.7 µM]
O=C(CSc1nnc(CCCOc2ccc(Cl)cc2Cl)o1)Nc1ccc(C(=O)O)cc1	4%	-6%	3%	3%	-3%	5	9%	1%	22%[59 µM]
Cc1nn(Cc2ccccc2)c(C)c1NC(=O)CCCn1nc([N+](=O)[O-])cc1C	-10%	-17%	-3%	23%	0%	6	-6%	-8%	-9%
Cc1ccc2nc(-c3ccc(F)cc3)c(NC(C)(C)CC(C)(C)C)n2c1	?	?	2%	-25%	-2%	-1	-1%	0%	-31%[59 µM]
CC(C)C/C=C1\CCc2c([nH]c3ccccc23)C1=O	3%	0%	-1%	25%	2%	4	7%	7%	-3%
Cc1cc(C)c(C#N)c(SCCN2CCOCC2)n1	-3%	-9%	4%	9%	1%	4	0%	2%	.
CC(=O)N1CCc2cc(Br)cc(S(=O)(=O)N3CCC(C(=O)Nc4ccc(C(C)C)cc4)CC3)c21	28%	-9%	-1%	56%[activator]	?	-3	-12%	?	10%[59 µM]
COC(=O)c1cccc(C#CC(NP(=O)(c2ccccc2)c2ccccc2)c2ccccc2)c1 (stereo unspecified)	-22%	-18%	-3%	24%	34%[activator]	1	-1%	-6%	-43%[59 µM]
Cc1cc(C)c(C)c(OCCCN(C)C)c1	-38%	20µM*	5%	?	-4%	7	-4%	-1%	?
Cc1ccc(C(=O)c2cc([N+](=O)[O-])ccc2N2CCOCC2)cc1	-1%	-32%	22%	-1%	?	2	8%	2%	20%[59 µM]
Cc1cnc(C(=O)N2CCCC(N3CCN(c4ccccc4F)CC3)C2)cn1 (stereo unspecified)	-16%	-5%	0%	20%	7%	2	-3%	-11%	?
Cc1cccc(C(=O)NCC(=O)NC(C)CCc2ccccc2)c1 (stereo unspecified)	-15%	-13%	-1%	37%	-1%	0	0%	2%	-8%
CCOC(=O)C1(CCCc2ccccc2)CCN(C2CCN(C(C)=O)CC2)CC1	-18%	-16%	0%	18%	-5%	-3	i	3%	11%[59 µM]
Cc1ccc(S(=O)(=O)c2c(C)cc(C)nc2N2CCOCC2)cc1	-2%	-2%	-23%	52%[activator]	0%	-3	i	10%	3%
CCOC(=O)N1CCN(C(=O)CCN2C(=O)COc3ccccc32)CC1	0%	-10%	2%	8%	1%	5	.	-2%	1%[59 µM]
COc1ccc(S(=O)(=O)N(C)c2ccc(C(=O)Nc3ccccc3C(=O)N3CCOCC3)cc2)cc1	-6%	-12%	18%	23%	-3%	1	4%	2%	.
Cn1cnc2c(SCc3ccccc3)ncnc21	.	-1%	-5%	11%[57 µM]	1%	1	0%	-6%	.
c1ccc2c(c1)nc1n2CC2CON(C3CCCCC3)C12 (stereo unspecified)	1%	-7%	7%	25%	1%	0	4%	-9%	12%[12.7 µM]
COC(=O)COC(=O)c1ccc(-n2nnnc2SC)cc1	-20%	-8%	-1%	20%	0%	-4	-1%	-9%	-3%[2.33 µM]
CC(=O)Nc1ccc(S(=O)(=O)NCCC(=O)OCc2nc(N)nc(Nc3ccccc3C)n2)cc1	-22%	-27%	-11%	34%	2%	7	-9%	-3%	4%[0.501 µM]
O=C(CC1C[C@H](C(=O)N2CCCCC2)[C@@]2(CCc3ccccc3)c3[nH]c4ccccc4c3CCN2C1=O)NCCC1=CCCCC1 (stereo partly specified)	.	-23%	1%	-1%	0%	-7	1%	13%	.
COc1cc(C(=O)OCC(=O)Nc2ccc(SC(F)F)cc2)cc(OC)c1OC	4%	-16%	1%	36%	-3%	-2	4%	3%	?
CCc1ccc(CN2CCc3nc(Nc4ccc5c(c4)OCCO5)ncc3C2)cc1	14µM*	28µM*	9%	?	3%	-2	i	-2%	0%[12.7 µM]
CNC(=O)C(NC(=O)Nc1ccc(C)cc1)C(C)(C)C (stereo unspecified)	-22%	-11%	-6%	34%	-3%	4	-7%	-5%	3%

A few values from the list:
CC(=O)N1CCc2cc(Br)cc(S(=O)(=O)N3CCC(C(=O)Nc4ccc(C(C)C)cc4)CC3)c21 @ GLS inhibitor = -1%
CCOC(=O)N1CCN(C(=O)CCN2C(=O)COc3ccccc32)CC1 @ GLS inhibitor = 2%
Cc1cc(C)c(C)c(OCCCN(C)C)c1 @ ERG-DNA inh = -1%

More compounds follow:
SMILES	BAZ2B inh	JMJD2A Tudor inh	GLS inhibitor	HP1b chromo inh	Pin1 inh	PI4K2A inh	Tb PGK inh	ERG-DNA inh	G9a inh
CC(C)(C)C(=O)c1no[n+]([O-])c1/C(=N/O)C(C)(C)C	?	-24%	0%	18%	0%	2	-1%	4%	?
O=C(C1=C(O)C(=O)N(CCN2CCOCC2)C1c1cccc([N+](=O)[O-])c1)c1cccs1 (stereo unspecified)	?	-29%	5%	24%	0%	10	2%	-10%	?
COc1ccc(/C=N/NC(=O)C2C3CCCCC32)cc1OC (stereo unspecified)	5%	-7%[57.1 µM]	-6%	33%	-5%	1	3%	0%	-24%
Cc1cccc(/C(N)=N/OC(=O)Cc2cccs2)c1	111%[activator]	80%[activator]	2%	114%[activator]	7%	0	-7%	6%	104%[activator][59 µM]
CC(=O)c1sc(NC(=O)C(C)Oc2ccc3c(C)cc(=O)oc3c2)nc1C (stereo unspecified)	-37%	-17%	0%	24%	2%	-3	i	1%	7%
O=C(CN(c1ccccc1F)S(=O)(=O)c1ccccc1)N1CCCCCC1	-37%	-14%	4%	33%[activator]	-4%	3	-9%	-3%	-62%[59 µM]
CCOc1cnc(C(=O)NNC(=O)C(Br)C(C)C)o1 (stereo unspecified)	2%	-16%	10%	50%[activator]	-1%	3	-8%	-8%	6%
Cc1cccc(N2CCN(c3ccc4cc(S(=O)(=O)N5CCC(C)CC5)ccc4n3)CC2)c1C	-28%	11%	-7%	47%[activator]	-7%	-15	-8%	-4%	?
CCn1c(CCCOc2ccc(Cl)cc2Cl)n[nH]c1=S	-30%	-23%	?	34%[activator]	2%	3	-4%	6%	?
CCOc1ccc(NC(=O)CSc2nc3ccccc3c(=O)n2CCCC(=O)N2CCCC2)cc1	-6%	5%	.	27%	?	2	0%	0%	?
CSc1ccc(C2NC(=O)c3ccccc3N2)cc1 (stereo unspecified)	.	-6%	-7%	22%	-10%	3	-2%	2%	.
COC(=O)c1sccc1NC(=O)c1ccccc1C(=O)O	.	-4%	5%	27%	-12%	1	i	13%	.
Cc1ccc2c(C)c(C(=O)N(Cc3ccc(Cl)cc3)C3CCS(=O)(=O)C3)oc2c1 (stereo unspecified)	-20%	-2%	3%	26%	4%	-1	-4%	-1%	2%[59 µM]
O=C(CCCCCNC(=O)c1ccccc1Cl)N/N=C/c1ccco1	-13%	-9%	18%	26%	2%	-20	-1%	0%	0%
Fc1ccc(-n2cc(-c3ccccc3)[n+]3c2SCC3)cc1	-2%	4%	1%	46%[activator]	-6%	-4	0%	1%	27%[12.7 µM]
COc1ccc(OCc2cc(C(=O)NCC3(C)COC3)no2)c(Cl)c1	-8%	-10%	7%	23%	9%	1	11%	-3%	.
c1ccc2c3nnc4n(c-3nc2c1)CCCS4	-3%	-12%	1%	21%	7%	-6	2%	-2%	-3%[12.7 µM]
COc1cccc(-c2cccc(NC(=O)C3CCN(Cc4nccs4)CC3)c2)c1	-19%	-13%	1%	10%	-2%	-3	-6%	1%	19%
O=C(CN1CCSCC1)N/N=C/c1ccc(F)cc1	50µM*	3.2µM*	12%	?	-11%	-4	-7%	-5%	8.9µM*
CCOc1ccc(-c2c(C(=O)N/N=C/c3ccoc3)nnn2-c2nonc2N)cc1	-7%[57.1 µM]	-11%	-14%	32%	6%	0	2%	-23%	62%[activator]
O=C(C1COc2ccccc2O1)N1CCN(c2ccccc2F)CC1 (stereo unspecified)	-2%	-6%	-3%	14%	-10%	2	-1%	.	5%
N=c1oc2cc(O)ccc2cc1C(=O)Nc1ccc(Br)cc1	-1%	4%	-9%	56%[activator]	29%	1	-9%	15%	89%[activator]
CC(C)CCNC(=O)CC1C(=O)N(Cc2ccccc2)C(C)c2nc3ccccc3n21 (stereo unspecified)	2%	-3%	3%	27%	1%	-1	-8%	-6%	8%[59 µM]
O=C(NNC(=S)NC1CC2CCC1C2)c1ccc(Cl)cc1 (stereo unspecified)	-3%	-26%	16%	7%	-1%	-1	-7%	16%	-39%
